Tau fibril ThT – tau fibrillization inhibition (ThT binding) | 2.1% of 270,000 active | P10636 | recombinant tau K18 P301L (four-repeat tau fragment), heparin-induced fibrillization, ThT fluorescence | Potency, µM (series often up to 57.4 µM), for inactives: at the top dose activity, negative = inhibition, hits mostly inhibitors; also: % is scaled to controls: 0 for no effect and ±100 for the full control effect; nearly all actives have a fitted effect of over 55% in size
Target sequence (P10636 561-689 P618L limits assumed): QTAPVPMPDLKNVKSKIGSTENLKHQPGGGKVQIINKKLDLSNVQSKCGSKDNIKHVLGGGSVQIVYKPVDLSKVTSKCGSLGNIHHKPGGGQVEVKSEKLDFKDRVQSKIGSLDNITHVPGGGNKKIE
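Recombinant human tau K18 fragment […] carrying P301L, 15 uM unlabeled plus 0.24 uM Alexa 594-labeled, was fibrillized with 20 uM heparin in 100 mM sodium acetate pH 7 for 6 hr at 37 C; 30 uM ThT fluorescence read after 1 hr.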
ALDH1A1 inh – inhibitors of human aldehyde dehydrogenase 1A1; P00352; Purified ALDH1A1, NADH fluorescence, propionaldehyde substrate; Potency, µM (doses to about 75.3 µM), inactives show at the top dose activity, negative = inhibition, usual class: inhibitors; 7.3% of 220,000 active; active = well fitted inhibition curve with a large enough effect, not every such curve was filed as active; inconclusive = small, poorly fitted or top-dose-only effect, or another doubt; inactive = no such curve, though single readings can be large or run the other way;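 also: plate controls were no enzyme wells and a reference inhibitor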
Target sequence (P00352 whole entry, looked up): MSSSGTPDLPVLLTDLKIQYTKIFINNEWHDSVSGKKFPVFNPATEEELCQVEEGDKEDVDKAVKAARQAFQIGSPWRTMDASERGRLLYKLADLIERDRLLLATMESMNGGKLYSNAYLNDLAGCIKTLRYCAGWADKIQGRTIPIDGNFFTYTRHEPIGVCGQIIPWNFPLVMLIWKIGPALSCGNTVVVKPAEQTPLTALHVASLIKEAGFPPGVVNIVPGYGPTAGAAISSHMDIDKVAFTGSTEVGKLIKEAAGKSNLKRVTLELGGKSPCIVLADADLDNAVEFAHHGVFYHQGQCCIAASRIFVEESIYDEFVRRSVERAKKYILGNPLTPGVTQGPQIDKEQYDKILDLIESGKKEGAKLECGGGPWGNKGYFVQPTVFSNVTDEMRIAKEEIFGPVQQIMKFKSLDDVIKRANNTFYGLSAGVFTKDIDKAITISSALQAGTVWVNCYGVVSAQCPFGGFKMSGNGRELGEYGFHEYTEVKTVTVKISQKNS
L3MBTL1 inh – L3MBTL1 (human) inhibition; Potency, µM (highest dose often 57.1 µM), for inactives: at the top dose activity, negative = inhibition, most hits filed as inhibitors; Q9Y468; AlphaScreen L3MBTL1–H3K9me1 peptide binding; 0.66% of 230,000 active; also: % is scaled to controls: 0 for no effect and ±100 for the full control effect; nearly all actives have a fitted effect of over 60% in size
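Displacement of a biotinylated histone H3(1-15) peptide monomethylated at Lys9 (75 nM) from L3MBTL1 (50 nM) was measured by AlphaScreen after a 30 min room-temperature compound incubation; cefsulodin titration served as intraplate control.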
KinaseGlo FLuc – Kinase-Glo luciferase inhibition (counter-screen); Q27757; Kinase-Glo luciferase, ATP luminescence, 8 min; Potency, µM (top dose mostly 38.3 µM), inactives show at the top dose activity change, negative = inhibition, most hits filed as inhibitors; 0.28% of 200,000 active; also: % is scaled to controls: 0 for no effect and ±100 for the full control effect; nearly all actives have a fitted effect of over 60% in size
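Compound is pinned into ATP-containing buffer (10 uM ATP, imidazole pH 7.2, 7 mM MgCl2). Kinase-Glo luciferase reagent is then added. Light output is recorded following an 8-min room-temperature incubation.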
RECQ1 inh – RECQ1 (human) helicase inhibition; P46063; RECQ1 DNA unwinding, red fluorescence kinetic read; Potency, µM (titrated, usually from 57.3 µM), for inactives: top-dose activity, negative = inhibition, actives largely listed as inhibitors; 0.54% of 240,000 active;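 also: plate controls were vehicle for no effect and no enzyme for full effect; nearly all actives have a fitted effect of over 30% in size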
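RECQ1T1 50 nM; forked duplex (20 bp + 30-nt ss tails) 200 nM, ATP 2 mM final; pH 8.0, 2 mM MgCl2, 2.5 ug/ml poly(dI-dC); 15 min compound preincubation; discontinuous kinetic read over 2 h at RT.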
JMJD2E inh – JMJD2E (human) inhibition; B2RXH2; JMJD2E catalytic domain, FDH-coupled NADH fluorescence (FDH is formaldehyde dehydrogenase); Potency, µM (top dose mostly 57.1 µM), without a hit: at the top dose activity change, negative = inhibition, actives largely listed as inhibitors; 1.6% of 230,000 active; AID 2147; active = well fitted inhibition curve with a large enough effect, not every such curve was filed as active; inconclusive = small, poorly fitted or top-dose-only effect, or another doubt; inactive = no such curve, though single readings can be large or run the other way;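 also: 0% = wells with enzyme and -100% = buffer wells without enzyme; nearly all actives have a fitted effect of over 50% in size; many of its hits are not listed in these tables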
Target sequence (B2RXH2 1-337 limits assumed): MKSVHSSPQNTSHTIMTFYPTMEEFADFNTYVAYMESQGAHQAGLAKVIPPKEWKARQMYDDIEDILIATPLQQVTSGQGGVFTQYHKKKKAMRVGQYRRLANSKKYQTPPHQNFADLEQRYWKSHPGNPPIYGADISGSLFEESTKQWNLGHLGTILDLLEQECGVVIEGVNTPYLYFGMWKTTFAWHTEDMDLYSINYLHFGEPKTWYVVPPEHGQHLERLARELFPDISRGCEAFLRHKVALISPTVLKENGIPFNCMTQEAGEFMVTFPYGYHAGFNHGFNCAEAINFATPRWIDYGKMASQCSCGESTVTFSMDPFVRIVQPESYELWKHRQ
SMN2 splice enh – SMN2 splice variant enhancement; Potency, µM (highest dose often 46.1 µM), inactives show at the highest dose activity change, positive = activation, hits mostly activators; HEK293 SMN2-luciferase splicing reporter, luminescence, 30-36 h; AID 1458; 2.8% of 210,000 active; also: % of control where 0% means no effect; nearly all actives have a fitted effect of over 55% in size
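HEK293 cells carry an SMN2 minigene-luciferase reporter in which exon 7 inclusion puts luciferase in frame. Cells were seeded at 2000 cells/well, attached for 10-12 hours, then exposed to compounds for 30-36 hours at 37C before ONE-Glo luminescence.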
LMNA splice mod – LMNA splicing modulation; HeLa LMNA splicing GFP/RFP minigene ratio, 48 h; Potency, µM (series often up to 46.1 µM), for the others: at the top dose ratio change, negative = inhibition, usual class: inhibitors; 0.01% of 200,000 active; AID 1487; active = well fitted inhibition curve with a large enough effect in the signal ratio, with a control signal flat, not every such curve was filed as active; inconclusive = small, poorly fitted or top-dose-only effect, or effect the other way, or a change in a side signal; the % refers to the signal ratio; also: % is scaled to controls: 0 for no effect and ±100 for the full control effect
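Read-out is the ratio of GFP to DsRed2 object intensity, acquired by 488 nm laser-scanning cytometry on HeLa lamin A-EGFP minigene reporter cells. Compound incubation 48 hrs at 37 °C in Opti-MEM with 2% FBS; DMSO 0.5% final.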
* hit, by the source's call; i = inactive; ? = inconclusive; / = not tested or not shown; & = joins results of further samples; [ ] = remark or other dose. Unless noted, calls follow the shape of the dose curve; as a rule, active = well fitted curve in the direction sought with a large enough effect; inconclusive = small, poorly fitted or top-dose-only effect, or another doubt; inactive = no such curve, though single readings can be large; an effect the other way counts as inactive or inconclusive. Potency is read from the fitted curve at half-maximal effect. This is a subset, so the mix of outcomes need not match the whole.

A first look:
Screens in order: LMNA splice mod | JMJD2E inh | KinaseGlo FLuc | L3MBTL1 inh | ALDH1A1 inh | RECQ1 inh | SMN2 splice enh | Tau fibril ThT
> COc1ccccc1NC(=O)Cc1nc(CCl)cs1
  ? | -11% | 2% | 6% | 3% | 23% | -22% | -8%
> Cc1ccc(C2=NC3(CCCC3)NC2=S)cc1
  / | -2% | 1% | 12% | 6% | i | 26% | 0%
> CCOC(=O)C(NCCc1ccccc1F)(NC(=O)CC)C(F)(F)F (stereo unspecified)
  1% | 5% | 0% | 36%[activator] | 5% | i | 1% | 20%

Main list, from the first entry:
Screens in order: LMNA splice mod | JMJD2E inh | KinaseGlo FLuc | L3MBTL1 inh | ALDH1A1 inh | RECQ1 inh | SMN2 splice enh | Tau fibril ThT
> COc1ccccc1NC(=O)Cc1nc(CCl)cs1
  ? | -11% | 2% | 6% | 3% | 23% | -22% | -8%
> Cc1ccc(C2=NC3(CCCC3)NC2=S)cc1
  / | -2% | 1% | 12% | 6% | i | 26% | 0%
> CCOC(=O)C(NCCc1ccccc1F)(NC(=O)CC)C(F)(F)F (stereo unspecified)
  1% | 5% | 0% | 36%[activator] | 5% | i | 1% | 20%
> Clc1cccc(/C(Cc2nc3ccccc3[nH]2)=N\Nc2ccccc2)c1
  -4% | -5% | 2% | -18% | ? | 0% | ? | ?
> COc1ccccc1CNC(=O)c1ccccc1OCc1ccc(F)cc1
  -14% | -7% | 2% | 10% | 2% | -12% | -6% | -17%
> CCN(CC)CCOC(=O)c1ccc(NC(=O)c2ccc(Cl)c(S(=O)(=O)N3CCCCCC3)c2)cc1
  ? | 2% | 3% | -14% | ? | -16% | -70%[inhibitor] | 9%
> O=[N+]([O-])c1cc(/C=N/n2cnnc2)ccc1N1CCCC1
  ? | -5% | -1% | -8% | 1µM* | 20% | 8% | 7.9µM*
> O=C1c2ccccc2C(=O)c2c1ccc1c(=O)n(C3CCCCC3)[nH]c21
  ? | -10% | -2% | -11% | -11% | -5% | 27% | ?
> Cc1ccc(-n2c3nc(=O)[nH]c(=O)c-3cc3cc([N+](=O)[O-])ccc32)cc1C
  ? | -17% | 3% | -2% | 3% | -2% | -19% | ?
> COC(=O)c1ccc(NC(=O)Nc2ccccc2C)cc1
  / | 5% | -3% | / | -8% | -1% | -21% | ?
> COC(=O)C1=C(C)N=C2SC(C)C(=O)N2C1/C=C/c1ccccc1OC (stereo unspecified)
  ? | -4% | -8% | -7% | 3% | -11% | 13% | -21%
> O=S1(=O)CC(O)C(NCCO)C1 (stereo unspecified)
  22%[46 µM] | 72%[activator] | 1% | 19% | 4% | -1% | 10% | -1%
> O=C(Cn1cc2c(n1)CCCCC2)N1CCc2ccccc21
  ? | 1% | 3% | 0% | -4% | -5% | 5% | -13%
> CSc1cccc(NC(=O)CN(Cc2ccc(Cl)cc2)S(C)(=O)=O)c1
  -16% | 7% | 1% | / | 1% | -12% | -22% | -4%
> COc1ccc(CC(=O)N2CCc3ccccc32)cc1
  0% | -2% | -3% | -7% | 6% | 7% | ? | 9%
> Cc1ccc(C(=O)Oc2oc(-c3ccco3)nc2C=Nc2ccc(Cl)cc2)cc1
  -9% | -4% | -3% | 0% | ? | 9% | 14µM* | ?
> CCn1c(C(C)C)n[nH]c1=S
  / | 4% | 12% | / | 6% | -7% | -12% | -10%
> O=C(NC(Cc1c[nH]c2ccccc12)C(=O)O)c1ccc(F)cc1 (stereo unspecified)
  23%[46 µM] | -13% | -1% | / | 9% | i | 5% | -2%
> Cc1ccc(S(=O)(=O)N2C3C=CC(C3)C2C(=O)O)cc1 (stereo unspecified)
  -8% | 4% | 14% | / | 3% | -5% | 7% | -12%
> CCOc1cccc(/C=C/C(=O)O)c1
  16%[46 µM] | ? | -1% | / | ? | i | -51%[inhibitor] | 0%
> CCN1CCN(Cc2nc3c(c(=O)n(C)c(=O)n3C)n2Cc2cccc3ccccc23)CC1
  -3% | -11% | 4% | -4% | ? | -4% | -11% | -8%
> CC(=Nc1ccccc1)C1=C(O)CSC1=O
  -6% | ? | 7% | / | 25µM* | -15% | -15% | ?
> Cc1cnc(NC2=NCCC2)s1
  / | 2% | -1% | -4% | 5% | -12% | 13% | -5%
> O=C(c1ccc(S(=O)(=O)N2CCCCCC2)cc1)N1CCC(CN2C(=O)c3cccc4cccc(c34)C2=O)CC1
  ? | ? | -2% | -1% | 0% | -7% | -3% | ?
> Cc1ccc(C(=O)NCC(C)(C)O)cc1
  0% | -8% | 1% | 18% | -4% | i | 8% | 4%
> COc1cccc(N2CC(O)=C(c3nc4ccccc4c(=O)[nH]3)C2=N)c1
  ? | ? | -3% | / | ? | 6% | -27% | ?
> Cc1ccccc1C(=O)N1CCC(C(=O)Nc2ccc(F)cc2)CC1
  -21% | 6% | -2% | 1% | -16% | i | -23% | 5%
> COc1ccc(C2C3=C(CCCC3=O)NC3=C2C(=O)c2ccccc23)cc1 (stereo unspecified)
  / | 6% | / | -11% | / | -16% | / | ?
> O=C(Nc1ccc(S(=O)(=O)Nc2nccs2)cc1)c1ccc(N2C(=O)c3ccccc3C2=O)cc1
  ? | 2% | -1% | ? | 9% | -13% | 2% | 1%
> O=C(COC(=O)/C=C/c1cccc(Cl)c1)NCCc1ccc(Cl)cc1Cl
  -12% | 0% | 1% | 5% | 11% | i | -5% | -7%
> CC(C)CC(=O)N=C1SC2CS(=O)(=O)CC2N1CCc1ccccc1 (stereo unspecified)
  -5% | -3% | 12% | 0% | -12% | i | 7% | -4%
> Cc1cc(Oc2cc(N)cc([N+](=O)[O-])c2)ccc1Cl
  0% | -7% | 1% | -14% | 2% | -16% | -15% | 5%
> COc1cccc(C(=O)NCCN2CCOCC2)c1
  5% | 2% | -2% | -1% | 15% | -7% | -1% | 1%
> O=C(CCNc1n[nH]c(=O)[nH]c1=O)N/N=C\c1cccc(OCc2ccccc2)c1
  11%[46 µM] | -2% | 0% | -3% | 6% | -3% | 14% | -15%
> CCOC(=O)Cc1csc(NC(=O)NC2(C(F)(F)F)Oc3cc(Cl)c(Cl)cc3O2)n1
  10% | 28µM* | 3% | / | -4% | 0% | 12% | -18%
> CC1=C(C(=O)N(C)C)C(c2ccc(N3CCOCC3)cc2)NC(=O)N1 (stereo unspecified)
  4%[46 µM] | -5% | 3% | / | -1% | -5% | -5% | ?
> COCCSc1ncnc2c1oc1nc3c(cc12)COC(C)(C)C3
  / | -18% | / | 15% | 6.3µM* | i | / | ?
> Cc1cc(C)cc(NC(=O)CN(Cc2ccccc2)S(C)(=O)=O)c1
  -7% | -3% | 1% | -3% | -9% | 0% | -10% | -2%
> Fc1ccc(-c2csc(-c3ccccn3)n2)cc1F
  31%[46 µM] | ? | -5% | / | ? | -2% | 5% | -19%
> COC(=O)C1C(c2ccc(Cl)cc2)NC(c2ccc(Cl)cc2)C(C(=O)OC)S1(=O)=O (stereo unspecified)
  3% | 2% | -3% | / | -6% | 18% | 5% | -6%

Some entries already given, reduced to KinaseGlo FLuc and ALDH1A1 inh:
Structure | KinaseGlo FLuc | ALDH1A1 inh
O=C(CCNc1n[nH]c(=O)[nH]c1=O)N/N=C\c1cccc(OCc2ccccc2)c1 | 0% | 6%
Cc1ccc(C(=O)NCC(C)(C)O)cc1 | 1% | -4%
CC(=Nc1ccccc1)C1=C(O)CSC1=O | 7% | 25µM*
Cc1cnc(NC2=NCCC2)s1 | -1% | 5%

Other entries:
Screens in order: LMNA splice mod | JMJD2E inh | KinaseGlo FLuc | L3MBTL1 inh | ALDH1A1 inh | RECQ1 inh | SMN2 splice enh | Tau fibril ThT
> CCCCc1nc2ccccc2c(NC(=O)CNC(C)(C)C)c1CCC
  -7% | ? | 0% | / | 3% | 1% | -29% | 1%
> Cc1cccc(-c2nnc(SCC(=O)NCc3ccc4c(c3)OCO4)n2C)c1
  1% | -3% | / | 4% | 0% | -6% | / | ?
> Cc1cccc(Nc2nnc(SC/C(O)=C(\C#N)c3nc4ccccc4[nH]3)s2)c1
  -14% | -6% | -9% | -18% | ? | -9% | 10% | 4%
> C=CCn1c(C)c(C(C)=O)c(N2CCN(c3ccccc3)CC2)nc1=S
  2% | -26% | -4% | -4% | 28µM* | -24% | -7% | ?
> O=C(N/C(=C/c1cccs1)c1nc2ccccc2[nH]1)c1ccccc1
  -9% | 0% | -3% | 3% | 1% | i | -14% | 2%
> CC(=O)c1ccc(N2CCN(C(=O)CN(C)S(=O)(=O)c3cnc[nH]3)CC2)cc1
  / | ? | / | / | -8% | -1% | / | -16%
> COc1ccc(NC(=O)CC2C(=O)N(c3ccc(OC)cc3)C(=O)N2Cc2ccc(OC)c(OC)c2)cc1 (stereo unspecified)
  23%[46 µM] | 22% | 2% | 4% | 11% | i | 6%&-21% | 3%&-9%
> CC(=O)c1sc(N/N=C\c2ccc(Br)cc2)nc1C
  9% | ? | 0% | 19% | ? | -10% | ? | ?

Screening results as filed in PubChem.
